TrxR1 substrate – rat thioredoxin reductase 1 substrate activity. actives 0.01% (n = 390,000). Potency, µM (doses to about 114 µM), without a hit: at the highest dose activity change, negative = substrate turnover. O89049. purified TrxR1 substrate turnover, NADPH consumption readout. AID 588456; also: potency is read from the fitted curve at half-maximal effect; % is scaled to controls: 0 for no effect and ±100 for the full control effect; nearly all actives have a fitted effect of over 50% in size
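Rat TrxR1, dispensed at 90 nM, was prereduced with 400 uM NADPH (final) for 5 min at ~22 deg C, then incubated with compound 15 min before 400 uM selenite. A first-read NADPH fluorescence drop versus no-compound background flagged substrates.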
HP1b binding inh – inhibitors of HP1-beta chromodomain binding to methylated histone tails; AlphaScreen HP1-beta / biotin-H3K9me3 peptide binding; actives 0.56% (n = 390,000); P83916; AID 540317; Potency, µM (highest dose often 114 µM), for the others: at the top dose activity change, negative = inhibition, most hits filed as inhibitors; also: potency is read from the fitted curve at half-maximal effect; nearly all actives have a fitted effect of over 70% in size; inactives centre near 23
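HP1-beta protein (50 nM final) preincubated 30 min at room temperature with biotinylated H3(1-18)K9me3 peptide (50 nM) in PBS pH 7.4, 0.01% Tween-20, then compound added for 30 min. AlphaScreen streptavidin donor/nickel chelate acceptor beads (10 ug/mL final), 30 min dark, luminescence read.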
IDH1 R132H inh – inhibitors of human mutant IDH1 R132H; O75874; IDH1-R132H enzyme, NADPH consumption, diaphorase/resazurin fluorescence; Potency, µM (doses to about 76.6 µM), for the others: at the highest dose activity change, negative = inhibition, actives largely listed as inhibitors; actives 0.093% (n = 390,000); AID 602179; also: potency is read from the fitted curve at half-maximal effect; % is scaled to controls: 0 for no effect and ±100 for the full control effect; nearly all actives have a fitted effect of over 65% in size
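IDH1-R132H (0.5 ug/mL dispensed) in pH 7.5 Tris buffer was preincubated 30 min with compound, then given a substrate mix of 0.016 mM NADPH and 2 mM alpha-KG for 80 min at room temperature; remaining NADPH was read by diaphorase/resazurin fluorescence.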
GLS inhibitor – inhibitors of human glutaminase (GLS). O94925. GLS enzymatic activity, qHTS titration. Potency, µM (series often up to 45.5 µM), for inactives: top-dose activity change, negative = inhibition, hits mostly inhibitors. actives 0.21% (n = 410,000). AID 624170; also: potency is read from the fitted curve at half-maximal effect; % is scaled to controls: 0 for no effect and ±100 for the full control effect
Target sequence (O94925 whole entry, looked up): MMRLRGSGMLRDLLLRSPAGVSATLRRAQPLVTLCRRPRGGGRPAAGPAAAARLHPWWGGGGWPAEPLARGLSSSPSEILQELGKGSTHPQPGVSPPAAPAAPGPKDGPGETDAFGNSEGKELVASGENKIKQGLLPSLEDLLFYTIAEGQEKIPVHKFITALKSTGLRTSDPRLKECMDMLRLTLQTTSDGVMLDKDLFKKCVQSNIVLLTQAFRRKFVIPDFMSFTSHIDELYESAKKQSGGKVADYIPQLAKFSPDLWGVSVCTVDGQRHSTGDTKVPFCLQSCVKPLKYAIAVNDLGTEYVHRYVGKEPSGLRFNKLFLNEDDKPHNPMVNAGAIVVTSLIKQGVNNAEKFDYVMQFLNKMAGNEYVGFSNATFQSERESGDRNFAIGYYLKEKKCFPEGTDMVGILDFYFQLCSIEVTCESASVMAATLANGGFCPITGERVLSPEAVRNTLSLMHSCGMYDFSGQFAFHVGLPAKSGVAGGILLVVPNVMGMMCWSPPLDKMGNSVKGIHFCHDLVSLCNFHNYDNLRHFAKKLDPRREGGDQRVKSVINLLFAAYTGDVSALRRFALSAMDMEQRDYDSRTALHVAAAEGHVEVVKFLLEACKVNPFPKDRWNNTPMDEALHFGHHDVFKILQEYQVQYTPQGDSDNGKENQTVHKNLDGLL
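Assay buffer: 45 mM KH2PO4 pH 8.2, 0.02% Tween-20. hKGA acts on L-glutamine (1 mM solution added); product glutamate is reported by an oxidase/peroxidase Amplex Red coupling, with fluorescence taken at baseline and 30 min.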
Tb PGK inh – blocks T. brucei phosphoglycerate kinase; PGK/GAPDH coupled, Kinase-Glo luminescence, 60 min; AID 602233; actives 0.043% (n = 380,000); Potency, µM (titrated, usually from 57.5 µM), without a hit: at the top dose activity change, negative = inhibition, usual class: inhibitors; also: potency is read from the fitted curve at half-maximal effect; % is scaled to controls: 0 for no effect and ±100 for the full control effect; nearly all actives have a fitted effect of over 60% in size
Target sequence (P07378 whole entry, looked up): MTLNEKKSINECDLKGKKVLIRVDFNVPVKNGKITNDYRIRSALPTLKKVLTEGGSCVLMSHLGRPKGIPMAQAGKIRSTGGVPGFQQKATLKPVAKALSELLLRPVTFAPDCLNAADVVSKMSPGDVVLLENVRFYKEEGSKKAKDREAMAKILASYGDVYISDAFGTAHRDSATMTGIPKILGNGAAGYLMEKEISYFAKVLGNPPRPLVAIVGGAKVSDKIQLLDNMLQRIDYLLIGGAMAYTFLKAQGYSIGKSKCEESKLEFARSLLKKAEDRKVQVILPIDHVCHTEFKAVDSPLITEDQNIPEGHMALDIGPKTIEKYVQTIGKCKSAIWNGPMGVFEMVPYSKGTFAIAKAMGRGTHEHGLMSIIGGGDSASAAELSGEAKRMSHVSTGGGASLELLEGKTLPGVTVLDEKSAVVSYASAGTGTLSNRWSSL
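Recombinant glycosomal PGK reaction used 1,3-bisphosphoglycerate generated in-well by GAPDH (100nM final) in 100mM TEA pH 7.6, 5mM MgCl2, 0.01% Tween-20. After 60 minutes at room temperature, ATP was read by Kinase-Glo Plus luminescence end-point.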
TrxR1 inh – inhibitors of rat thioredoxin reductase 1 | O89049 | recombinant rTrxR1, NADPH fluorescence consumption, selenite substrate | Potency, µM (highest dose often 114 µM), for inactives: at the highest dose activity change, negative = inhibition, most hits filed as inhibitors | actives 1% (n = 390,000) | AID 588453; also: potency is read from the fitted curve at half-maximal effect; % is scaled to controls: 0 for no effect and ±100 for the full control effect; nearly all actives have a fitted effect of over 65% in size
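Rat TrxR1 (90 nM in the dispensed reagent) was pre-reduced with 400 uM NADPH for 5 min at room temperature, then incubated with compound for 15 min. After 400 uM selenite was added, NADPH fluorescence (Ex 340/Em 450 nm) was followed for 8 min.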
PI4K2A block – blocks human PI4K2A kinase activity; Q9BTU6; purified PI4K2A, ADP-Glo luminescence, 1 h; stronger effect = lower value; activity change, negative = inhibition, % at 76.9 µM; actives 0.13% (n = 420,000); in the data active = activity change below about -50%; inconclusive = mostly about -30% to -49%;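 also: -100% = wells without enzyme as full effect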
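Compounds are screened against recombinant PI4K2A using PI as substrate and ATP, the latter dispensed at 300 microM. Reactions run one hour at ambient temperature before ADP-Glo detection; full inhibition defined by wells lacking enzyme.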
Pin1 inhibitor – blocks the human prolyl isomerase Pin1; Q13526; Pin1 FP peptide displacement, HiFluor488, 10 min; Potency, µM (titrated, usually from 115 µM), for inactives: at the highest dose activity, negative = inhibition, usual class: inhibitors; actives 0.009% (n = 390,000); AID 504891; active = well fitted inhibition curve with a large enough effect in the polarisation, with a control signal flat, not every such curve was filed as active; inconclusive = small, poorly fitted or top-dose-only effect, or effect the other way, or a change in a side signal; inactive = no such curve, though single readings can be large or run the other way; the % refers to the polarisation; also: potency is read from the fitted curve at half-maximal effect; % is scaled to controls: 0 for no effect and ±100 for the full control effect
USP1 inh – blocks the human USP1/UAF1 deubiquitinase complex; Potency, µM (series often up to 57.1 µM), inactives show at the highest dose activity change, negative = inhibition, actives largely listed as inhibitors; AID 743255; actives 0.23% (n = 390,000); recombinant USP1/UAF1, Ub-Rhodamine cleavage fluorescence; O94782; also: potency is read from the fitted curve at half-maximal effect; % is scaled to controls: 0 for no effect and ±100 for the full control effect; nearly all actives have a fitted effect of over 60% in size; inactives centre near -12
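USP1/UAF1 complex (1 nM) preincubated 15 min at room temperature with compound, then Ub-Rho substrate (150 nM final) added. Kinetic fluorescence at 480/540 nm over 6 reads at 60 s intervals; 50 mM HEPES pH 7.8, 0.5 mM EDTA, 0.1 mg/ml BSA, 1 mM TCEP, 0.01% Tween-20.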
An asterisk follows results filed as active; i = inactive; u = inconclusive; x = not tested or not shown; & = joins results of further samples; [ ] = remark or other dose. Unless noted, calls follow the shape of the dose curve; as a rule, active = well fitted curve in the direction sought with a large enough effect; inconclusive = small, poorly fitted or top-dose-only effect, or another doubt; inactive = no such curve, though single readings can be large; an effect the other way counts as inactive or inconclusive. The list is partial (hit frequency here may not be typical).

SMILES	TrxR1 substrate	HP1b binding inh	IDH1 R132H inh	GLS inhibitor	Tb PGK inh	TrxR1 inh	PI4K2A block	Pin1 inhibitor	USP1 inh
O=C(CCc1ccc(S(=O)(=O)NCCc2ccccc2)cc1)Nc1ccc2c(c1)OCO2	3.3%	3.5%	7.6%	1.8%	-11.6%	15.6%	-8.5	-10.1%	-14.1%
Cc1ccc(SCC(=O)OCC(=O)NC(C)c2ccc(F)cc2)cc1 (centres undefined)	-7.7%	25.4%	-14.1%	-4.0%	1.0%	1.7%	4.3	1.6%	-12.0%
COCC(=O)Nc1cc(C(=O)OC)cc(C(=O)OC)c1	2.9%	29.1%	-2.7%	1.1%	i	15.3%	-4.6	3.0%	-3.0%
CCOC1Cc2ccccc2N(C(N)=O)c2ccccc21 (centres undefined)	-0.1%	25.2%	1.2%	5.3%	1.5%[11.5 µM]	-10.1%	2.0	-4.5%	17.2%
COc1cccc(NC(=O)[C@@H]2CCC(=O)N2C2OC(=O)c3ccccc32)c1 (some centres undefined)	4.8%	44.3%[activator]	5.1%	1.1%	-0.5%	-2.2%	-5.9	-7.0%	-12.0%
CC1(C)Cc2c(sc3nc(SCC(=O)O)nc(N)c23)CO1	-10.6%[57.1 µM]	33.4%[activator]	2.9%	2.3%	-9.1%	-15.0%[57.1 µM]	-2.0	13.1%	-2.2%
COc1ccc(-n2c(SCc3ccc([N+](=O)[O-])cc3)nnc2-c2ccccc2)cc1	-7.0%	-2.1%	-2.5%	-7.5%	-2.0%	-2.0%	-3.3	-2.4%	-22.6%
O=C(Cc1c(F)cccc1Cl)Nc1ccon1	12.0%	11.6%	5.9%	2.4%	-5.6%	25.8%	12.3	-4.6%	-16.3%
CC(=O)Nc1cccc(N2C(=O)CC(N3CCC(C(=O)N4CCCCC4)CC3)C2=O)c1 (centres undefined)	9.8%[57.1 µM]	62.9%[activator]	3.3%	13.6%	1.0%	-47.7%	3.2	3.6%	-2.2%
CCOC(=O)c1cnc2ccc(OCC)cc2c1NCCc1ccc(OC)c(OC)c1	51.5%[activator]	76.1%[activator]	-6.4%	-5.0%	i	72.8%	1.9	2.3%	-15.5%
Cc1cccc(NC(=O)c2ccc(S(=O)(=O)N3CCN(C)CC3)cc2)c1C	2.7%[57.1 µM]	16.6%	1.5%	-4.4%	-5.0%	11.2%[57.1 µM]	1.0	-2.2%	-14.5%
CCC(C)N1C(=O)S/C(=C/c2ccc(Sc3nc4ccccc4[nH]3)o2)C1=O (centres undefined)	0.7%[57.1 µM]	16.7%	-0.4%	4.3%	8.0%	-10.3%	0.5	31.6%[activator]	-9.5%
COc1ccc(C2CC(=O)C(C=NCCCN3CCOCC3)=C(O)C2)cc1 (centres undefined)	4.8%[57.1 µM]	27.4%	-3.3%	1.0%	6.2%	u	-1.6	0.9%	-5.3%
O=C(Cn1cnc2cc([N+](=O)[O-])ccc2c1=O)NCCc1ccc(Cl)cc1	19.6%[57.1 µM]	20.9%	5.4%	-4.5%	-2.0%	40.7%[activator][57.1 µM]	-10.7	16.6%	-16.1%
CC(C)c1ccc(CNc2ccc3c(c2)ncn3C)cc1	5.9%	1.3%	-17.6%	0.4%	8.8%	4.4%	6.9	0.1%	-13.5%
Cc1cc(C)n2nc(SCC(=O)N3CCN(c4ccc(F)cc4)CC3)nc2n1	3.3%	25.3%	0.0%	16.2%	7.6%	9.8%	-0.5	-1.7%	-23.9%
COc1ccccc1OCCC(=O)OCC(=O)Nc1ncc(Cl)cc1Cl	10.7%[57.1 µM]	21.3%	1.3%	0.4%	0.7%	4.2%[57.1 µM]	-3.5	-2.3%	-13.9%
COc1ccccc1-c1noc(-c2ccc(N3CCN(C)CC3)c([N+](=O)[O-])c2)n1	-1.4%	52.7%[activator]	1.7%	-20.2%	-5.2%	-1.9%	-14.0	-0.9%	-17.5%
O=C(COC(=O)c1ccccc1Cl)Nc1nccs1	3.4%[57.1 µM]	32.2%	-6.3%	3.7%	x	1.9%	-1.2	4.8%	-13.8%
Cc1ccc(C(=O)/C=C/c2ccc(F)cc2)o1	-7.6%	19.3%	-2.1%	8.0%	-1.9%	u	7.5	-3.4%	2.4%
COC(=O)C1CC(O)CN1C(=O)Nc1cccc(C(F)(F)F)c1 (centres undefined)	1.3%	32.5%	-1.3%	1.5%	1.3%	5.2%	1.7	4.4%	-9.0%
CCCc1cc(-c2[nH]ncc2-c2ccc3c(c2)OCCCO3)c(O)cc1O	-4.8%	-19.5%	-1.3%	-5.8%	3.5%	3.6%	4.8	8.8%	-9.7%
Cc1cccc2nc(Cn3c(=O)n(CCCC(=O)NCc4ccco4)c(=O)c4ccccc43)cc(=O)n12	-6.0%	7.2%	3.8%	-3.7%	-12.6%	u	2.0	11.5%	-5.3%
CCOCCCNC(=O)c1cc(Sc2cccc(Cl)c2)nc2ccccc12	-2.8%[57.1 µM]	44.6%[activator]	8.3%	0.8%	-10.8%	5.7%[57.1 µM]	1.3	-0.1%	u
COCCCNC(=O)c1ccccc1NS(C)(=O)=O	30.1%[activator][57.1 µM]	26.8%	-1.1%	3.3%	-3.3%	12.1%[57.1 µM]	7.3	-9.6%	-14.1%
CC(C)N1C(=O)CCC1C(=O)NCc1ccc(F)cc1Cl (centres undefined)	-7.7%	25.6%	-6.8%	18.2%	-4.7%	-11.8%	1.9	-3.1%	-13.3%
CC(=O)Nc1ccc(NC(=O)CSc2nc(N)c(NC(=O)c3ccccc3F)c(=O)[nH]2)cc1	-8.6%	-0.5%	4.3%	9.0%	-11.9%	-17.1%	-2.9	5.9%	-6.3%
CCSc1nc2sc3c(c2c(=O)n1-c1ccc(OC)cc1)CCN(C)C3	-3.7%	-4.7%	-18.1%	u	i	5.0%	-5.8	8.1%	-14.2%
Cc1cccc(NS(=O)(=O)c2ccc(C)c(C(=O)NCc3ccccn3)c2)c1	-11.5%	40.2%[activator]	-2.6%	11.4%	i	-10.5%	1.5	3.5%	-10.6%
Cn1c2c(c(=O)n(C)c1=O)CN(Cc1ccc3c(c1)OCO3)CN2	6.4%[57.1 µM]	15.9%	1.9%	7.7%	-9.0%	8.5%[57.1 µM]	-0.8	4.4%	-4.6%
CC(C)CNC(=O)c1ccc(NC(=O)c2ccccc2[N+](=O)[O-])cc1	11.7%	8.5%	1.6%	-9.3%	-3.0%	24.1%	-7.9	-4.3%	-18.4%
COc1ccc(C2CC(c3ccccc3)Oc3ccc(OC)cc32)cc1 (centres undefined)	-4.2%&-5.5%	7.1%&21.7%	x	x	x	36.7%[57.1 µM]	x	3.3%&2.0%	x
O=C(CCN1C(=O)c2ccccc2S1(=O)=O)Nc1ccccc1F	-3.7%	46.6%[activator]	-10.6%	4.2%	3.5%	12.4%	-4.0	6.0%	-5.1%
O=C(CN1CCOCC1)N(c1ccccc1)c1ccc2ccccc2c1	8.6%[57.1 µM]	47.1%[activator]	0.7%	8.1%	-4.3%	-4.1%[57.1 µM]	2.8	-5.8%	-14.4%
CC1CCCN(C/C(O)=C(\C#N)c2nc3ccccc3[nH]2)C1 (centres undefined)	-0.7%[57.1 µM]	46.5%[activator]	-4.9%	12.8%	2.6%	-12.2%[57.1 µM]	-2.7	2.2%	-3.5%
O=[N+]([O-])c1ccc(-n2nnnc2-c2ccccc2)cc1	-3.7%	-1.8%	6.8%	-8.4%	x	7.4%	1.3	1.3%	-16.3%
Cc1nc2ccccc2c(=O)n1NC(=O)Cc1ccc(Br)cc1	8.4%[57.1 µM]	28.3%	1.9%	-3.2%	-4.4%	6.4%[57.1 µM]	-1.7	-3.9%	-16.6%
O=C(CCC1N=C2c3ccccc3N=C(SCc3ccc(F)cc3)N2C1=O)NC1CCCCC1 (centres undefined)	8.7%[57.1 µM]	40.9%[activator]	3.0%	-1.9%	7.8%	6.6%[57.1 µM]	2.2	-6.6%	-15.9%
CCn1c(SCC(=O)NC2CCCCC2)nc2c(c1=O)SCC2	-5.7%	19.9%	-0.8%	7.9%	i	2.1%	2.0	-8.2%	-2.9%
Cc1cc(C)cc(NC(=O)CCCN2C(=O)COc3ccc(C)cc32)c1	-9.3%	22.3%	x	6.9%	x	-20.0%	-7.3	2.2%	55.1%[activator]

Reprinted at random: 2 records from the list, in no set order.
SMILES	TrxR1 substrate	HP1b binding inh	IDH1 R132H inh	GLS inhibitor	Tb PGK inh	TrxR1 inh	PI4K2A block	Pin1 inhibitor	USP1 inh
Cc1nc2ccccc2c(=O)n1NC(=O)Cc1ccc(Br)cc1	8.4%[57.1 µM]	28.3%	1.9%	-3.2%	-4.4%	6.4%[57.1 µM]	-1.7	-3.9%	-16.6%
O=C(CCN1C(=O)c2ccccc2S1(=O)=O)Nc1ccccc1F	-3.7%	46.6%[activator]	-10.6%	4.2%	3.5%	12.4%	-4.0	6.0%	-5.1%

Screening results from PubChem.
